Source: PubChem
TRPV1 agonist – human TRPV1 agonism. Q8NER1. TRPV1-expressing cells, Fluo-8 calcium influx, agonist mode. activation, % at 8.33 µM. 320,000 compounds, 0.19% hits; in the data active means activation above about 80%; inconclusive means between about 30% and that limit; further: 0% is about no effect
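Fluo-8 calcium influx in TRPV1-expressing cells, kinetic read (ex 480/em 520 nm). Compound added and read 3 min for agonist activity, followed by capsaicin at EC20 final and 2 min further read for enhancement.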
Eya2 inh – Eya2 (human) phosphatase inhibition; recombinant Eya2, OMFP fluorescence dephosphorylation (OMFP is methylfluorescein phosphate); AID 488837; O00167; Potency, µM (titrated, usually from 76.9 µM), for inactives: at the highest dose activity, negative = inhibition, usual class: inhibitors; 330,000 compounds, 0.006% hits; further: potency means the concentration at half of the fitted maximal effect; on the % scale 0 is the no-effect control and ±100 the full control effect
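Eya2 (0.2 uM) preincubated 10 min at ambient with compound, then OMFP substrate added at 50 uM; 10 min reaction in 50 mM HEPES pH 7.5, 50 mM NaCl, 5 uM MgCl2, 0.05% BSA, 1 mM DTT. Fluorescence read at Ex 485/Em 525 nm.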
A-T KAP1 phos – potential ataxia-telangiectasia treatments restoring KAP-1 phosphorylation; […] A-T fibroblasts, KAP-1 phosphorylation AlphaLISA; neocarzinostatin DNA damage 30 min before lysis; Potency, µM (doses to about 57.5 µM), without a hit: at the top dose activation, most hits filed as activators; 320,000 compounds, 0.19% hits; further: potency means the concentration at half of the fitted maximal effect; % of control where 0% means no effect; nearly all actives have a fitted effect of over 45% in size
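hTERT-immortalized A-T patient fibroblasts ([…]), 500 cells/well in OPTI-MEM, 1% FBS, got compounds for 60 min, then NCS for 30 min at 37C. Lysates were then assayed for phospho-KAP-1 by AlphaLISA (anti-pKAP1 donor, anti-KAP1 acceptor beads), 6 hr at 25C.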
Mito fusion act – inhibitors of mitochondrial division or activators of mitochondrial fusion; S. cerevisiae fusion-defective mutant growth rescue, CellTiterGlo 48 h; Potency, µM (series often up to 46.1 µM), without a hit: at the top dose growth rescue (activation), usual class: activators; 320,000 compounds, 0.23% hits; AID 485298;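 further: potency means the concentration at half of the fitted maximal effect; % of control where 0% means no effect; nearly all actives have a fitted effect of over 45% in size; temperature-sensitive fusion mutants such as fzo1-1 at 37 °C on non-fermentable ethanol glycerol medium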
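Yeast fusion mutant, YPEG (non-fermentable carbon), compound, 48 h at 37C non-permissive; CellTiterGlo added, 10 min RT, luminescence read. Rescued growth = division inhibition.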
ELG1 DNA repair – ELG1-dependent DNA repair inhibition; AID 504467; HEK293T ELG1-luciferase reporter, luminescence, 16 h; DNA damage induced by 5-fluorouridine; 330,000 compounds, 2.3% hits; Potency, µM (highest dose often 46.1 µM), for inactives: at the highest dose activity change, negative = inhibition, hits mostly inhibitors; further: potency means the concentration at half of the fitted maximal effect; on the % scale 0 is the no-effect control and ±100 the full control effect; nearly all actives have a fitted effect of over 55% in size
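Luminescence from the luciferase reporter, measured 30 min after ONE-Glo reagent at room temperature, was the read-out. Beforehand, 2,000 cells per well were exposed for 16 hr at 37 °C to 5-fluorouridine together with compound or vehicle.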
USP2a block – inhibitors of human ubiquitin-specific protease USP2a | USP2 core, Ub-CHOP2 coupled fluorogenic reporter, 485/531 | O75604 | Potency, µM (top dose mostly 38.3 µM), for inactives: at the top dose activity change, negative = inhibition, most hits filed as inhibitors | 330,000 compounds, 0.01% hits;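 further: potency means the concentration at half of the fitted maximal effect; plate controls were DMSO wells for no effect and full inhibition by NEM control for full effect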
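Deubiquitinase activity read as fluorescence (485/531 nm) after Ub-CHOP2 cleavage activates the enterokinase reporter on its substrate; USP2 core 10nM, Ub-CHOP2 and substrate 25nM each, 30min compound preincubation then 60min RT; data normalized to NEM, curves fitted.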
hERG WT inh – KCNH2 (human, wildtype) channel inhibition | Q12809 | U2OS, BacMam KCNH2, thallium flux FluxOr; hits give low values | activity change, % at 1.84 µM | 340,000 compounds, 0.37% hits;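 active means maximum activity change below -70%; inconclusive means maximum activity change between -70% and -50%; inactive means maximum activity change above -50%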; further: on the % scale 0 is the no-effect control and ±100 the full control effect
Target sequence (Q12809 whole entry, looked up): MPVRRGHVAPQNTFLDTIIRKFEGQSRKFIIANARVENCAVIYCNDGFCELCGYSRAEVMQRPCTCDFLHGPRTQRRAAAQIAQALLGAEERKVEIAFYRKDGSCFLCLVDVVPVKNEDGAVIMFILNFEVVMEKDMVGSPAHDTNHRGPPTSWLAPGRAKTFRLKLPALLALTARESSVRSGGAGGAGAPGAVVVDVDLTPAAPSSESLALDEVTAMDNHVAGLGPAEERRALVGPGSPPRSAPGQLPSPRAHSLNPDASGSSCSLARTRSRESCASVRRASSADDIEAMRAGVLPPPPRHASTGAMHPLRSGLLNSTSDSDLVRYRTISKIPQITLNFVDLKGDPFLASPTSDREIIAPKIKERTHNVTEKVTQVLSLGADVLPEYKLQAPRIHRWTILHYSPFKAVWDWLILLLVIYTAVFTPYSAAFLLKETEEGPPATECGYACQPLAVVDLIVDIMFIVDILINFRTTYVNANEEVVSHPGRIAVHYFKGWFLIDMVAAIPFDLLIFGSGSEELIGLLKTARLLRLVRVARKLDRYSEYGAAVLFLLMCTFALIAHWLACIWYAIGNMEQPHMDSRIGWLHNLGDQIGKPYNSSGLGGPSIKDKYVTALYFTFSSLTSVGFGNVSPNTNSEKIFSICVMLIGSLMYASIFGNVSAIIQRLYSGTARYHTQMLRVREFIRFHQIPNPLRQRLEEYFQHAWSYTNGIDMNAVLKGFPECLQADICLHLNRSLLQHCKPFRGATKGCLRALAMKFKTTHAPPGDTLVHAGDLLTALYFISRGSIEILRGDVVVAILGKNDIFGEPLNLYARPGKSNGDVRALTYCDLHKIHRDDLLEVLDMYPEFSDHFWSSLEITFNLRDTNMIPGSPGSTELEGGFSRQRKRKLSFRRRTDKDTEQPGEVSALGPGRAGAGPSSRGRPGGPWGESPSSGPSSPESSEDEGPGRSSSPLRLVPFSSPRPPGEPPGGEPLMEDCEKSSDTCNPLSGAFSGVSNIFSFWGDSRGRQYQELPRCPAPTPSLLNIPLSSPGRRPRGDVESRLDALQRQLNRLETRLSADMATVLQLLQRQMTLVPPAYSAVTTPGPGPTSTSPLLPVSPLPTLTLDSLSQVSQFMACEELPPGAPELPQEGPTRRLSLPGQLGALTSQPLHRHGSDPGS
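U2OS cells were transduced with wild-type KCNH2 virus (2.03 x 10^8 / mL) for 4 h at room temperature, then cultured overnight at 37 C. Thallium flux was read with FluxOr dye. Rate constants were normalized to DMSO controls.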
KCNH2 3.1 inh – KCNH2 3.1 (human) potassium channel inhibition | U2OS KCNH2 3.1, thallium flux FluxOr; hits give low values | activity change, % (tested at about 1.8 µM) | 340,000 compounds, 0.95% hits | AID 720553;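 active means maximum activity change below -70%; inconclusive means maximum activity change from -70% to -50%; inactive means maximum activity change above -50%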;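 further: thallium influx rate constant from kinetic fluorescence after stimulation buffer; on the % scale 0 is the no-effect control and ±100 the full control effect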
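Thallium flux read-out: FluxOr dye with Red40 quencher in HBSS/HEPES, 45 min at RT. Rate constants from kinetic reads were normalized to positive and negative DMSO controls. Cells: U2OS virally expressing the 3.1 isoform.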
TCR activator – activators of T cell receptors. primary human leukocytes, anti-CD3, IL-2 HTRF, 48 h. Potency, µM (doses to about 9.22 µM), for inactives: top-dose activation of IL-2 secretion, actives largely listed as activators. 330,000 tested, under 10 active. AID 504894; further: % of control where 0% means no effect
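IL-2 release read by HTRF sandwich (Eu cryptate donor, d2 acceptor, 665 nm emission) after 48 hr exposure of primary human leukocytes to compound together with anti-CD3 beads in the absence of co-stimulatory signals.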
TSHR antagonist – blocks TSH signaling through the human TSH receptor. P16473. TSHR-expressing cells, TSH-stimulated cAMP HTRF, 2 h; hits give low values. activity change, negative = inhibition, % at 11.5 µM. 330,000 compounds, 0.2% hits. AID 504810;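 active means activity change below a set negative limit, meaning inhibition stronger than a set level, cut at about -70% in these data; inconclusive means activity change between two set negative limits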; further: on the % scale 0 is the no-effect control and ±100 the full control effect
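Inhibition of cAMP made by TSHR-expressing cells under TSH stimulation (4nM final, EC80; 2 h, 37 deg C) is quantified with a one-step lysis HTRF kit, anti-cAMP cryptate versus cAMP-d2.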
Active calls of the source: *; i = inactive; ? = inconclusive; / = not tested or not shown; [ ] = remark or other dose. Unless noted, the call rests on the fitted dose curve; in most records, active means well fitted curve in the direction sought with a large enough effect; inconclusive means small, poorly fitted or top-dose-only effect, or another doubt; inactive means no such curve, though single readings can be large; an effect the other way counts as inactive or inconclusive. Only part of the results is shown (hit frequency here may not be typical).

SMILES	TRPV1 agonist	Eya2 inh	A-T KAP1 phos	Mito fusion act	ELG1 DNA repair	USP2a block	hERG WT inh	KCNH2 3.1 inh	TCR activator	TSHR antagonist
O=C(O)c1ncc(-c2ccccc2)cn1	0	1%	1%	-1%	0%	-1%	17	-3	/	1
O=S(=O)(c1cccs1)n1nnc2ccccc21	26	-4%	10%	6%	?	-1%	4	0	4%	-10
OC(CN1CCC(Cc2ccccc2)CC1)c1ccccc1 (stereo not drawn)	0	0%	-3%	7%	1%	0%	32	-38	0%	34
CC(=O)N1N=C(c2c(-c3ccccc3)c3cc(C)ccc3[nH]c2=O)CC1c1ccco1 (stereo not drawn)	1	0%	0%	0%	23µM*	0%	8	6	1%[46.1 µM]	-8
Cc1noc(C)c1C(=O)Nc1ccccn1	3	4%	9%	7%	22%	0%	1	29	-1%	16
O=C1Nc2ccc(S(=O)(=O)NCC3CCCO3)c3cccc1c23 (stereo not drawn)	1	3%	3%	-1%	-7%	13%	/	4	-5%	2
O=C(CCN1CCN(c2ccc(F)cc2)CC1)Nc1ccccc1F	18	8%	0%	-4%	-2%	0%	9	-12	-3%	1
CCc1cccc(NC(=O)C2CCCN2S(=O)(=O)c2ccc3c(c2)CC(C)N3C(C)=O)c1 (stereo not drawn)	-9	-8%	9%	2%	?	-1%	-7	-2	8%	-2
CCOC(=O)c1c(/N=C/C2=C(O)CC(C)(C)CC2=O)sc2c1CCCC2	-1	8%	-4%	2%	-3%	2%	3	-7	-2%	-4
Cc1ccc(C)c(-n2nnnc2SCC(=O)Nc2c(C)n(C)n(-c3ccccc3)c2=O)c1	-2	1%	/	0%	-11%	2%	8	12	6%	-12
Cc1ccc(/C=N/NC(=O)CN2CCN(Cc3ccccc3)CC2)s1	/	-14%	-6%	-5%	0%	0%	4	-17	3%	2
Cc1c(S(=O)(=O)Nc2cccc3ccccc23)c(=O)n(C)c(=O)n1C	-1	0%	-8%	-2%	11%	-2%	2	2	14%	11
Cc1cccc2nc(CSc3nc4ccccc4[nH]3)cn12	6	17%	2%	23%	?	2%	i	-2	3%	-4
CCOC(=O)c1ccc(Nc2nnc(C)c3ccccc23)cc1	86*	-6%	-3%	2%	-10%	0%	-3	0	0%	-6
O=C(CN1C(=O)CSc2ccccc21)N1CCc2ccccc21	2	1%	2%	5%	4%	-2%	48	0	0%	3
COC(=O)c1nnn(CC(=O)NC(=O)Nc2c(C)cccc2C)c1C(=O)OC	1	0%	2%	-3%	12%	0%	-2	-4	7%	8
c1ccc(CCc2nn3c(C4COc5ccccc5O4)nnc3s2)cc1 (stereo not drawn)	25	-2%	8%	19%	28%	-4%	-17	-3	4%	-2
c1ccc(CN=C2NN=C(c3ccccc3)CS2)cc1	0	4%	-5%	0%	?	-1%	-4	-2	-1%	-2
CCc1ccc2c(c1)CCCN2C(=O)c1ccccc1C(=O)O	3	10%	0%	1%	-10%	-2%	4	-6	-3%	-3
c1ccc(-c2csc3ncnc(-n4cnc5ccccc54)c23)cc1	-2	17%	0%	4%	-18%	-2%	-2	2	2%	9
Fc1ccc(Cn2nnnc2C(c2ccc(Cl)cc2)N2CCSCC2)cc1 (stereo not drawn)	4	4%	1%	20%	-2%	4%	-8	-10	/	-8
Cc1ccc(/C=N\NC(=O)COc2ccc(C)cc2[N+](=O)[O-])cc1	-2	-8%	-1%	-9%	-5%	-1%	-4	11	3%	-7
CC12C(=O)N(c3cccc4cccnc34)C(=O)C1C1C=CC2C1 (stereo not drawn)	4	13%	12%	0%	1%	1%	2	6	-9%	17
O=C(COc1cccnc1[N+](=O)[O-])c1ccc(Cl)s1	/	3%	-1%	1%	-1%	-4%	3	-29	-12%	4
Oc1cc2ccccc2cc1-c1nnc2n1-c1ccccc1SC2	-1	-26%	6%	-1%	-18%	0%	0	2	-2%	-19

Next part, overlapping the part above by 3 compounds.
SMILES	TRPV1 agonist	Eya2 inh	A-T KAP1 phos	Mito fusion act	ELG1 DNA repair	USP2a block	hERG WT inh	KCNH2 3.1 inh	TCR activator	TSHR antagonist
CC12C(=O)N(c3cccc4cccnc34)C(=O)C1C1C=CC2C1 (stereo not drawn)	4	13%	12%	0%	1%	1%	2	6	-9%	17
O=C(COc1cccnc1[N+](=O)[O-])c1ccc(Cl)s1	/	3%	-1%	1%	-1%	-4%	3	-29	-12%	4
Oc1cc2ccccc2cc1-c1nnc2n1-c1ccccc1SC2	-1	-26%	6%	-1%	-18%	0%	0	2	-2%	-19
COc1cccc(/C=N/Nc2nccnc2Cl)c1O	-1	-1%	6%	-5%	?	0%	-2	1	-2%	-10
Cc1ccc(NC(=O)C2CCN(C(=O)c3cccs3)CC2)cc1	-1	2%	7%	-6%	2%	1%	4	5	10%	9
CCOc1ccc(NC(=O)c2c[nH]n3c(=O)cc(C4CCN(C(=O)OC(C)(C)C)CC4)nc23)cc1	8	-16%	5%	1%	?	-1%	-5	-21	3%	-14
O=C(COC(=O)c1cccs1)c1ccc2ccccc2c1	1	-7%	/	3%	?	-7%	0	-11	-4%[46.1 µM]	-31
Cc1cccc(N2N=C(C(=O)O)CCC2=O)c1	-1	7%	-1%	-7%	-6%	1%	/	13	-4%	-4
CCN(CC(=O)Nc1ccccc1OC)C(=O)CN1C(=O)NC2(CCCC2)C1=O	-3	-2%	-13%	0%	15%	3%	-5	23	12%	-9
O=C(N/N=C/c1ccc(Cl)cc1)c1ccc2c(c1)OCO2	?	-11%	3%	5%	?	-1%	/	-25	0%	-6
COc1cc(CNCCN2CCOCC2)ccc1OCc1ccccc1Cl	4	12%	6%	-5%	-11%	6%	19	-4	0%	0
Cc1ccccc1OCC(=O)OCC(=O)Nc1ccc2c(c1)OCO2	/	-18%	7%	/	?	1%	-34	-5	-4%	-6
CS(=O)(=O)N(CC(=O)N1CCN(c2ccccc2F)CC1)c1cccc(C(F)(F)F)c1	4	-12%	0%	1%	?	-2%	69	-3	4%	-5
COc1ccc(NC(=O)CCCc2nc3ccccc3c(=O)[nH]2)cc1Cl	/	-14%	9%	/	-3%	-1%	17	7	-1%	1
COC(=O)c1cccc(NC(=O)COc2cccc([N+](=O)[O-])c2)c1	9	-1%	3%	-1%	3%	0%	27	-14	4%	-4
CC1(C)C(c2cccs2)=[N+]([O-])C2(CCCCC2=O)N1O (stereo not drawn)	-13	-8%	-1%	?	?	-8%	4	0	-3%	6
CNC(=O)N(c1ccccc1)c1ccccc1	-2	10%	4%	4%	10%	2%	9	4	-13%	5
CC(Oc1ccc(Cl)cc1Cl)C(=O)Nc1ccc2oc(-c3ccncc3)nc2c1 (stereo not drawn)	5	-17%	2%	4%	?	0%	-4	-3	/	-13
Cc1c(C(=O)NCCCN2CCCCC2)oc2ccc3c(c12)C(O)CC1(CCCCC1)O3 (stereo not drawn)	0	-1%	-4%	-7%	8%	5%	31	-4	-8%	1
COc1cccc(CN(C)C(=O)CC23CC4CC(CC(C4)C2)C3)c1OC	20	-12%	9%	21%	-20%	2%	-7	1	1%	-13
CCCc1cc(=O)oc2c3c(cc(OCC(=O)NCC4CCC(C(=O)O)CC4)c12)OC(C)(C)CC3 (stereo not drawn)	5	-7%	-6%	-2%	11%	2%	3	3	3%	-17
COc1ccc(S(=O)(=O)N2CCc3ccccc32)cc1C(=O)N1CCOCC1	2	10%	-6%	2%	14%	6%	-4	8	10%	6
CC(=O)Nc1ccc(S(=O)(=O)N(C)CC(=O)N/N=C/c2ccncc2)cc1	5	-20%	3%	22µM*	7%	-3%	0	0	-2%	35
COCC(=O)Oc1c(S(=O)(=O)c2ccccc2)c(C)nn1C(C)(C)C	2	-19%	-6%	7%	0%	5%	0	3	-4%	0
O=C(Cn1cnc2sc(-c3ccccc3)cc2c1=O)NCc1ccco1	6	0%	2%	0%	0%	?	-6	10	1%	-5
C=CCNC(=O)C1CCN(S(=O)(=O)c2ccccc2)CC1	-1	7%	-1%	-1%	8%	1%	2	12	2%	3
CC(NC(=O)NC1CCCCC1)c1ccccc1 (stereo not drawn)	11	2%	2%	-1%	2%	2%	-2	7	-5%[46.1 µM]	-2
O=C(CC(NC(=O)c1ccccc1Cl)c1ccccc1)NC1=NCCS1 (stereo not drawn)	0	16%	0%	1%	-3%	-2%	1	-21	2%	-6
COc1ccc2[nH]c(C(=O)Nc3ccc(F)cc3Br)cc2c1	/	-21%	11%	4%	0%	-1%	8	1	-8%	6
O=C1NC(c2ccc(Br)cc2)=N/C1=C/c1ccco1	-2	2%	1%	0%	?	0%	5	-8	-1%[46.1 µM]	-2
Cc1onc(-c2c(F)cccc2Cl)c1C(=O)NNC(=O)C1CCN(Cc2ccccc2)CC1	-1	-26%	0%	1%	16%	1%	22	-102*	3%	4
CC(=O)c1c(C)c2c(n1CCN(C)C)CCCC2	9	-2%	/	-3%	1%	-3%	11	12	6%	0
